# Source: PubChem (several laboratories)
# E-sel TNF inh – blocks E-selectin expression induced by TNF alpha | HUVEC TNFa-induced E-selectin immunofluorescence, high content | inhibition, % at 2 µM | 120,000 tested, 0.71% active;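 active = inhibition above the batch mean plus 3 SD, and confirmed as a hit on visual image review, cut at about 43% in these data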;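 note: 0% = TNF-stimulated DMSO wells and 100% = unstimulated control wells; not every result past the cut was called active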
# Phagocytosis inh – inhibitors of macrophage phagocytosis; 110,000 tested, 0.07% active; inhibition, % at 5 µM; J774A.1 macrophage IgG-bead phagocytosis, imaging; AID 1029;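 active = inhibition above the mean of the plate negative controls plus 5 SD, cut at about 13% in these data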;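 note: phagocytic index as fraction of beads internalized from green versus red external bead signal; plate controls were DMSO negative control for no effect and cytochalasin-D positive control for full effect; some results beyond the cut were filed as inactive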
# Measles CPE – protection of cells from measles virus | 140,000 tested, 1.5% active | protection (pct of control), % at 4 µM | Measles virus-infected cells, CPE protection, absorbance; in the data active = protection mostly above about 24%, no sharp cut-off; inactive = mostly below about 26%; note: some compounds called inactive have numbers as strong as hits
# GALR2 blocker – antagonists of human galanin receptor 2 (GALR2). O43603. GALR2-expressing cells, antagonist mode. inhibition, % at 4 µM. 140,000 tested, 0.39% active. AID 828; in the data active = inhibition above about 27%;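 note: cells stimulated with galanin 1-16 at roughly its EC80; 0% = agonist challenge control and 100% = basal control without agonist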
# Target sequence (O43603 whole entry, looked up): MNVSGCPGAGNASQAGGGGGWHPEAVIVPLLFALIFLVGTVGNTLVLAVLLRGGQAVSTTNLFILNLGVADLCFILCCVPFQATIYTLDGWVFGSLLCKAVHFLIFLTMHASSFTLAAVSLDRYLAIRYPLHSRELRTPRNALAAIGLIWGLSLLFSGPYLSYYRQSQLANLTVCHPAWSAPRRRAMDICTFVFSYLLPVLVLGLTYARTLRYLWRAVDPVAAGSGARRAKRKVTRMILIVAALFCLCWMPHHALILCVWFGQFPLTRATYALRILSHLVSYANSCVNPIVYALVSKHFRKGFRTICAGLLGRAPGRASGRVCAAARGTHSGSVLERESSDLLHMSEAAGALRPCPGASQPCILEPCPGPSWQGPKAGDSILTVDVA
# HCT116 PTEN-null – suppresses growth of cells with PTEN deletion. viability, % at 10 µM. HCT116 PTEN-null viability, CellTiter-Glo, 60 h; hits give low values. 140,000 tested, 1.2% active;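 active = viability at or below a set limit, 4 SD under the median of all tested compounds, cut at about 3.7% in these data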;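 note: PTEN knockout HCT116 line with beta catenin targeted HCT116 as companion control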
# NPY Y2 blocker – blocks the human neuropeptide Y Y2 receptor; P49146; NPY-Y2 expressing cells, antagonist mode; inhibition, % at 2.7 µM; 140,000 tested, 0.99% active; in the data active = inhibition above about 17%;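 note: 0% = vehicle with agonist challenge and 100% = reference antagonist with challenge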
# Target sequence (P49146 whole entry, looked up): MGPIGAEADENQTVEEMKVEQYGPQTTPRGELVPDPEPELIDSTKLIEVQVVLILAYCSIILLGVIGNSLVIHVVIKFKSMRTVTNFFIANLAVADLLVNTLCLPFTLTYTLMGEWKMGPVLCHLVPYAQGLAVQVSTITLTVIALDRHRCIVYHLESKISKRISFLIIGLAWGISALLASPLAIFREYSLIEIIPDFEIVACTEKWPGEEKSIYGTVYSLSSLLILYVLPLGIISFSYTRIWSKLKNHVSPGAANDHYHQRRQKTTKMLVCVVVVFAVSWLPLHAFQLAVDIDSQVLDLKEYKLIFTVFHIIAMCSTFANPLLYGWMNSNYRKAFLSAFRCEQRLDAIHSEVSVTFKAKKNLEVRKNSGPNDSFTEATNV
# MRP1 act – activates MRP-1. viability increase, % at 10 µM. H69AR cells + doxorubicin, viability rescue, CellTiter-Glo. AID 799. 140,000 tested, 0.61% active;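 active = viability gain under doxorubicin at or above a set limit, the compound median plus 3 SD, cut at about 4.7% in these data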;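 note: MRP-1 overexpressing cells given doxorubicin 25 µM after compound pretreatment; 18-22 h compound pretreatment then 72 h with doxorubicin before readout; 0% = doxorubicin-only wells and 100% = vehicle-treated cells without doxorubicin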
# Yeast life ext – yeast lifespan extension; S. cerevisiae growth with nicotinamide, OD615; deaD strain in restrictive glucose medium; inhibition of the nicotinamide effect, % at 10 µM; 130,000 tested, 0.68% active;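 active = inhibition above a set limit, placed 3 SD over the median of all compounds, cut at about 26% in these data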;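 note: 0% = nicotinamide-treated wells and 100% = cells grown without nicotinamide; some compounds called inactive have numbers as strong as hits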
#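 Test system – modified budding yeast, DeaD strain · Compound – single dose 10 µM compound, 0.25% DMSO · Times – culture preincubation 4 h, compound exposure 48 h, both 30 °C · Detection – optical density (absorbance) at 615 nm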
# Yeast growth inh – yeast BB579 growth reduction in restrictive medium | S. cerevisiae BB579 growth, OD615, 48 h | inhibition, % at 10 µM | 140,000 tested, 0.51% active;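 active = inhibition above a set limit, 3 SD over the mean compound inhibition, cut at about 44% in these data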; note: inactives centre near -24
#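 Test system: Saccharomyces cerevisiae DeaD strain BB579, replicative lifespan model yeast | Buffer or medium: Restrictive CSMM-D medium | Doses: One dose, 10 µM compound with 0.25% DMSO | Incubation: 48 h exposure, 30 °C | Detection: Culture absorbance at 615 nm | Control set: Amphotericin B at 10 µg/mL as positive control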
# bCat KO growth – beta-catenin-lacking colon tumor cell growth suppression | AID 818 | 140,000 tested, 1.5% active | viability, % at 10 µM | HCT116 beta-catenin knockout viability, CellTiter-Glo, 60 h; hits give low values;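 active = viability at or under a set limit, the compound median less 4 SD, cut at about 6% in these data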;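 note: 0% = Hyamine 1622 control at 20 µM and 100% = untreated cell control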
# The depositor's hits bear a star; x = not tested or not shown.
SMILES,E-sel TNF inh,Phagocytosis inh,Measles CPE,GALR2 blocker,HCT116 PTEN-null,NPY Y2 blocker,MRP1 act,Yeast life ext,Yeast growth inh,bCat KO growth
O=C(NCC1CCCO1)C(=O)NCC(c1ccco1)N1CCN(c2ccc(F)cc2)CC1 (configuration not stated),x,-7.9,4.4,-9.3,85.3,-1.0,-0.3,4.6,-23.7,92.8
CCOCCCNC(=O)C1CCC(=O)N1CCc1ccccc1 (configuration not stated),6.6,-1.4,11.6,3.2,81.8,0.9,-0.5,-3.5,-7.6,87.8
Cc1cccc2c1-c1sc(C(=O)Nc3cccc([N+](=O)[O-])c3C)cc1CO2,-24.5,1.4,7.3,4.0,67.0,4.4,0.8,8.1,-33.3,71.7
CC(=O)NNC(=O)CC(=O)Nc1nc(C23CC4CC(CC(C4)C2)C3)cs1,x,-5.1,9.2,-3.0,77.9,-1.4,-1.7,0.5,-15.7,79.5
CC(C)(C)NC(=O)CSc1nccn1Cc1ccccc1,-8.4,3.6,5.1,-3.5,96.1,-1.6,-1.1,-7.5,-53.2,97.1
COc1ccc(C/C(C)=N/NC(=S)Nc2ccc(C(C)C)cc2)cc1,x,-5.0,2.2,2.0,84.5,1.3,0.3,-0.3,-20.3,87.8
CN(C)S(=O)(=O)c1ccc(NC(=O)c2ccccn2)cc1,7.8,0.0,5.8,0.1,105.0,2.1,1.4,4.4,-23.0,105.0
CCCNCc1cc(Br)ccc1OCC(=O)NCCc1ccccc1,x,-3.5,23.5,-1.6,75.2,7.9,-3.2,4.8,-17.7,72.3
CC(Nc1ccc(Cl)cc1)c1cc(Cl)ccc1O (configuration not stated),15.6,x,5.8,0.6,92.2,-3.3,-2.8,x,7.7,77.9
CC(C)(C)c1ccc(C(=O)N2CCC(=O)N(C(CO)Cc3ccccc3)CC2)cc1 (configuration not stated),x,x,7.8,2.6,90.7,1.0,-0.9,-0.6,-4.5,98.9
CCOC(=O)c1sc(NC(=O)CSc2nc(-c3ccco3)cc(C(F)(F)F)n2)c(C(=O)OC)c1C,x,x,3.0,6.0,94.3,-0.9,-1.5,2.5,-60.9,116.4
O=C(Nc1cnccn1)C1c2ccccc2Oc2ccccc21,9.5,-0.8,4.2,-10.0,93.8,2.7,-3.1,0.2,-46.1,97.9
O=C(Nc1nccs1)C1CCCN(S(=O)(=O)c2cccnc2)C1 (configuration not stated),11.4,1.7,10.6,-3.5,103.9,2.7,-0.9,-3.8,-2.6,94.8
Cc1c(/C=N/NC(=O)c2ccccc2O)c2ccccn2c1C(=O)c1ccc(F)cc1,x,-3.4,20.9,13.5,43.0,0.9,-4.6,-2.4,-54.8,42.7
CCCS(=O)(=O)N1CCC(C(=O)NCC2CCCO2)CC1 (configuration not stated),x,0.1,4.8,5.4,99.7,1.0,-0.6,-6.5,-24.9,91.9
COc1cc(C(=O)NCC(C)C)c([N+](=O)[O-])cc1OC,-57.7,0.2,5.5,7.2,109.4,2.0,-0.1,-6.6,-51.8,97.0
COc1ccc(-c2nnc(SCC(=O)Nc3cc(S(=O)(=O)N4CCCCC4)ccc3Cl)n2N)cc1,x,-1.1,15.7,8.2,88.3,-0.8,-3.2,-3.7,-7.6,84.9
O=C(CSc1nncn1-c1cccnc1)N1CCOCC1,5.5,-6.0,3.9,-5.9,93.0,2.7,-1.2,4.2,-29.9,96.7
c1ccc(C2C3=C(CCCC3)Nc3ncnn32)cc1 (configuration not stated),x,-0.1,1.8,6.1,101.8,2.8,-1.7,-2.5,-16.9,96.6
Clc1ccc(-c2nnc3cccc(Cl)n23)c(Cl)c1,1.8,1.8,8.1,8.3,103.2,3.0,-0.7,-2.5,-55.2,94.4
O=C(COC(=O)c1ccc(S(=O)(=O)NCc2ccco2)cc1)NCC1CCCCC1,8.4,-1.3,2.6,1.2,111.0,0.4,-1.0,-12.3,-62.3,105.9
O=C1CCC(c2ccccc2)N1C(=O)c1cccnc1 (configuration not stated),-16.3,x,19.3,-5.1,97.2,4.0,-1.1,-2.1,-28.0,92.2
COc1ccc(C(=O)N(CC2CCCO2)C(C(=O)NC2CCCC2)c2ccc(C)cc2)cc1OC (configuration not stated),-15.5,-0.3,9.5,-10.7,92.9,4.7,-0.5,-4.6,-42.8,96.2
O=C(COC(=O)c1ccc(F)cc1)Nc1ccccc1N1CCOCC1,12.4,x,4.3,-0.9,91.6,6.0,-2.3,x,-28.7,93.7
CC(=O)N(c1ccccc1)c1c(F)c(F)c(F)c(F)c1F,28.3,-4.6,7.5,2.9,103.9,-3.0,-3.1,-2.9,-12.9,100.6
COc1ccc2nc(Nc3nc(C)c(C(C)=O)s3)sc2c1,-17.4,-3.0,11.2,2.5,56.4,-2.8,-3.5,-17.5,-34.8,52.7
CN(C(=S)Nc1ccc(SC(F)F)cc1)c1ccc(O)cc1,x,-4.7,16.7,-5.5,63.7,1.1,1.7,11.3,-22.1,75.5
O=C(O)CCCN1C(=O)/C(=C/c2ccc(-c3nc4ccccc4s3)o2)SC1=S,-55.8,0.1,31.5,-13.3,89.3,0.5,0.5,-8.0,-17.0,95.3
CCOC(=O)CSC1=C(C#N)C(c2ccco2)C(C(=O)Nc2cccc(C(F)(F)F)c2)=C(C)N1 (configuration not stated),26.6,-1.5,10.4,-0.5,62.2,18.1*,-2.0,2.0,-58.6,75.3
COc1ccc(CC(=O)OCC(=O)NC(=O)NC23CC4CC(CC(C4)C2)C3)cc1,32.9,0.5,2.8,0.2,92.3,0.2,0.1,-3.2,-54.4,101.8
COc1ccc(Cl)cc1-c1nc(SCC(=O)NCCN2C(=O)CSC2=O)n[nH]1,23.4,-0.8,11.6,6.1,105.3,0.5,-2.5,0.0,-55.4,98.6
COc1cc(NC(=O)c2cccc(C)c2)c(Cl)cc1[N+](=O)[O-],x,0.6,10.0,9.9,100.8,9.9,0.7,3.5,-49.4,104.9
CCNc1cccc2c1C(=O)N(C)C2=O,11.7,-0.4,5.9,14.2,85.6,0.4,0.1,-15.1,4.2,95.5
COC(=O)N/C(C)=C1/NC(=O)c2ccccc2C(c2ccccc2)N1 (configuration not stated),-57.8,-0.1,23.5,10.7,101.9,-1.5,-0.8,-2.6,-46.7,97.3
CCOCCCNC(=O)c1cn(C)c(=O)c2cc(OC)c(OC)cc12,x,-0.6,7.8,5.8,99.8,0.6,-0.9,-6.2,-34.6,97.9
Cn1cc(S(=O)(=O)N2CCC(Cc3ccccc3)CC2)c(=O)n(C)c1=O,x,-0.7,5.8,8.7,98.9,2.3,-0.9,-9.9,19.2,92.0
CCn1cc(C(=O)NCc2ccc3c(c2)OCO3)c2cc(OC)c(OC)cc2c1=O,x,-4.1,-0.9,-10.2,97.6,-0.9,-4.9,-3.9,-15.1,91.4
COc1cc(C)c(CNc2ccc(OC)c(OC)c2)cc1C,x,-0.5,6.5,-1.5,83.4,-1.8,-3.1,-7.4,-19.4,65.1
O=c1oc2cc(O)c(Cl)cc2c2ccccc12,-16.6,0.7,26.0,13.9,107.2,4.8,-0.1,-5.7,-9.7,92.5
c1cncc(-c2nc(NCc3ccco3)c3ccccc3n2)c1,-19.8,-0.8,2.3,3.3,85.3,-0.1,-4.7,-11.9,-53.2,90.0

# A different layout for some results above:
# Under each structure: E-sel TNF inh | Phagocytosis inh | Measles CPE | GALR2 blocker | HCT116 PTEN-null | NPY Y2 blocker | MRP1 act | Yeast life ext | Yeast growth inh | bCat KO growth
COc1ccc(Cl)cc1-c1nc(SCC(=O)NCCN2C(=O)CSC2=O)n[nH]1
  23.4 | -0.8 | 11.6 | 6.1 | 105.3 | 0.5 | -2.5 | 0.0 | -55.4 | 98.6
COc1cc(NC(=O)c2cccc(C)c2)c(Cl)cc1[N+](=O)[O-]
  x | 0.6 | 10.0 | 9.9 | 100.8 | 9.9 | 0.7 | 3.5 | -49.4 | 104.9
CCNc1cccc2c1C(=O)N(C)C2=O
  11.7 | -0.4 | 5.9 | 14.2 | 85.6 | 0.4 | 0.1 | -15.1 | 4.2 | 95.5
COC(=O)N/C(C)=C1/NC(=O)c2ccccc2C(c2ccccc2)N1 (configuration not stated)
  -57.8 | -0.1 | 23.5 | 10.7 | 101.9 | -1.5 | -0.8 | -2.6 | -46.7 | 97.3
CCOCCCNC(=O)c1cn(C)c(=O)c2cc(OC)c(OC)cc12
  x | -0.6 | 7.8 | 5.8 | 99.8 | 0.6 | -0.9 | -6.2 | -34.6 | 97.9
Cn1cc(S(=O)(=O)N2CCC(Cc3ccccc3)CC2)c(=O)n(C)c1=O
  x | -0.7 | 5.8 | 8.7 | 98.9 | 2.3 | -0.9 | -9.9 | 19.2 | 92.0
CCn1cc(C(=O)NCc2ccc3c(c2)OCO3)c2cc(OC)c(OC)cc2c1=O
  x | -4.1 | -0.9 | -10.2 | 97.6 | -0.9 | -4.9 | -3.9 | -15.1 | 91.4
COc1cc(C)c(CNc2ccc(OC)c(OC)c2)cc1C
  x | -0.5 | 6.5 | -1.5 | 83.4 | -1.8 | -3.1 | -7.4 | -19.4 | 65.1

# Next compounds follow:
SMILES,E-sel TNF inh,Phagocytosis inh,Measles CPE,GALR2 blocker,HCT116 PTEN-null,NPY Y2 blocker,MRP1 act,Yeast life ext,Yeast growth inh,bCat KO growth
N#Cc1nc(Cc2ccccc2)oc1N1CCN(c2cccc(Cl)c2)CC1,x,1.1,16.7,3.2,82.0,0.0,4.0,-4.9,-33.7,92.5
O=C(Nc1nccs1)c1nc(-c2ccccc2)n(-c2ccccc2)n1,43.0*,-0.3,19.4,-8.2,89.3,-0.2,-2.2,-7.3,-12.2,86.2
CC(CCO)Nc1nc2c([nH]1)c(=O)n(C)c(=O)n2C (configuration not stated),4.5,-0.5,11.1,-6.9,102.0,1.8,0.2,5.5,-34.2,89.7
Cc1ccc2cc(CCNC(=O)c3ccco3)c(=O)[nH]c2c1C,0.8,0.8,2.9,13.8,111.0,1.9,-3.1,-10.2,9.4,110.1
Cc1ccccc1C(=O)N1CCN(c2nc(N3CCOCC3)nc(N3CCOCC3)n2)CC1,-17.1,-0.7,4.0,4.7,105.7,1.9,-1.0,-11.1,-20.7,91.7
CCC(C)(C(=O)NC1CCCCC1)N(Cc1ccco1)C(=O)c1ccccn1 (configuration not stated),10.0,0.3,15.2,1.0,83.6,17.4*,0.2,-6.0,-15.0,89.9
Cn1nc(-c2ccccc2)c(C(O)c2ccc(Cl)cc2)c1Cl (configuration not stated),x,-0.8,4.3,-0.8,58.8,-0.3,-0.4,-16.7,-45.4,64.1
O=C(Cn1cc([N+](=O)[O-])cn1)Nc1nc2ccccc2s1,-38.0,-0.7,16.2,-2.6,28.5,2.0,0.2,-2.0,-44.5,30.3
Cc1no[n+]([O-])c1COc1ccc(/C=C2\NC(=S)NC2=O)cc1,8.2,x,5.0,-11.1,83.1,1.2,-4.7,-1.1,-42.3,81.4
CN(C)c1nc(SCCOC(=O)COc2ccc(Cl)cc2Cl)nc(N(C)C)n1,23.1,0.0,105.1*,-1.8,105.5,2.5,0.3,0.5,-29.1,100.4
CC1=CC(=C(C#N)c2nc3ccccc3s2)C=C(C)N1c1ccc(F)cc1,-13.0,x,2.0,-8.1,78.5,-4.2,-0.3,6.0,-9.2,82.5
CCN(Cc1ccccc1)CC(O)COc1ccccc1 (configuration not stated),10.9,x,16.0,-3.0,88.4,6.6,-0.7,-6.1,-37.6,86.0
